FAS-TE inh = inhibitors of human fatty acid synthase thioesterase domain. P49327. recombinant FAS-TE, OMFH fluorogenic substrate, fluorescence endpoint. inhibition, % at 15 µM. hit rate 0.67% among 360,000. AID 602261;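 active = compounds whose normalised, plate-corrected inhibition of enzyme fluorescence in the single-dose primary screen is 50% or more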;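 note: 0% = DMSO with enzyme and 100% = substrate without enzyme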
Rin1-Abl PPI inh = blocks binding of human Rin1 to Abl | AID 588664 | hit rate 0.4% among 360,000 | inhibition, % at 7.35 µM | TR-FRET Rin1/Abl binding, biochemical | P00519+Q13671; in the data active = inhibition above about 5%, passing the limit was not always enough
MsrA act = activates bovine MsrA enzyme; purified bovine MsrA, absorbance read-out; AID 602163; activation, % at 10.6 µM; hit rate 0.3% among 360,000; in the data active = activation above about 7.5%;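 note: 0% = vehicle and 100% = reference activator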
Rpn11 inh = blocks the human proteasome subunit Rpn11; human 26S proteasome, Ub4-pepOG fluorescence polarization; 20S core pre-blocked with epoxomicin; AID 588493; calls only at 20 µM; hit rate 0.59% among 360,000;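 active = inhibition at 20 µM, scaled to each plate's controls, above about 33%, limit read from the data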
eLon inh = E. coli protease La inhibition. P0A9M0. hit rate 0.42% among 360,000. purified E. coli Lon protease, fluorescence polarization. AID 602123. inhibition, % at 7.94 µM; in the data active = inhibition above about 13%, passing the limit was not always enough;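 note: 0% = enzyme with probe and DMSO and 100% = no enzyme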
CSN deneddyl inh = inhibitors of human CSN-mediated cullin deneddylation; Q92905; Purified CSN, SCF-Nedd8-OG deneddylation, fluorescence polarization; inhibition, % at 12.5 µM; hit rate 0.38% among 360,000; AID 651999;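 active = pattern-corrected inhibition above about 35%, with an unprinted fluorescence ratio check between 0.5 and 1.5, limit read from the data, passing the limit was not always enough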;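 note: 0% = enzyme with substrate and 100% = substrate without enzyme; some results filed as inactive read as strong as hits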
Target sequence (Q92905 whole entry, looked up, one chain of several): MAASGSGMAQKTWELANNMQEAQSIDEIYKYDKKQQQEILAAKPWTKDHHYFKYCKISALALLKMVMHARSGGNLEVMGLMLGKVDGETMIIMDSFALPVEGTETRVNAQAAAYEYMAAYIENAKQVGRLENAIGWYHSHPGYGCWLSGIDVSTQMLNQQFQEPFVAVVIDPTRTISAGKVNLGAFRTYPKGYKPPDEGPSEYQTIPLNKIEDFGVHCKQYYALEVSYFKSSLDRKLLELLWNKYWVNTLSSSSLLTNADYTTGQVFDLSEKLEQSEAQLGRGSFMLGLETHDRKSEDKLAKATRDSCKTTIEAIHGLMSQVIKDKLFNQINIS
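Assay system: purified human Csn5 enzyme expressed in HEK293T cells; measure: % inhibition; also added: SCFSkp2-Nedd8OG substrate at 10 nM final; technique: fluorescence polarization; times: reaction 90 min, room temperature; medium: Tris buffer pH 7.5, NaCl, DTT, Tween-20, trehalose, ovalbumin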
MLLE-PAM2 inh = blocks PAM2 peptide binding to the PABP1 MLLE domain; P11940; inhibition, % at 20 µM; GST-MLLE / FITC-PAM2 fluorescence polarization; hit rate 0.36% among 360,000; AID 588489; in the data active = inhibition above about 35%, passing the limit was not always enough;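 note: plate controls were DMSO wells with GST-MLLE for no effect and wells lacking GST-MLLE protein for full effect; some results filed as inactive read as strong as hits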
Target sequence (P11940 whole entry, looked up, the tested form may be a part): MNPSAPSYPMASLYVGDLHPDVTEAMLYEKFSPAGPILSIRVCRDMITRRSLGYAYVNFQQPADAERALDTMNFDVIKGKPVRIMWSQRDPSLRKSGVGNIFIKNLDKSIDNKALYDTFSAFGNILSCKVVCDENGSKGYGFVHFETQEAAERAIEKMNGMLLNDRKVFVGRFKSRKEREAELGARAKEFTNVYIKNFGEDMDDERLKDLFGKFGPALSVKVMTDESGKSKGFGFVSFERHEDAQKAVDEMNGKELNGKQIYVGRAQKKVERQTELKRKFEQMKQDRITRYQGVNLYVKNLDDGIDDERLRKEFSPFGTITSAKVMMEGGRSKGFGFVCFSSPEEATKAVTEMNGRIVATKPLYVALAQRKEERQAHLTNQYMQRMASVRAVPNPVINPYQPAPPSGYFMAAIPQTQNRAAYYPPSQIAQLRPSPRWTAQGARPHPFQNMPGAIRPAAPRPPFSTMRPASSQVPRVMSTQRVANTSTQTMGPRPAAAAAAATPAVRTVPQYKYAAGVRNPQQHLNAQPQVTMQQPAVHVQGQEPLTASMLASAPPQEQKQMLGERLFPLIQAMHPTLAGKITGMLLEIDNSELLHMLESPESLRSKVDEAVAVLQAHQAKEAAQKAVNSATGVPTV
MT1-MMP act inh = blocks activation of human MT1-MMP | P50281 | HT1080 RFP-PRO-GFP cells, GFP/RFP ratio fluorescence, overnight; percent of plate control window, DMSO zero | GFP/RFP ratio change, % at 20 µM | hit rate 0.061% among 360,000;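 active = GFP/RFP ratio change of at least 30% with cell ATP level not reduced by more than half and red fluorescence within 50% of control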; note: strong numbers were not always called active
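Assay system: HT1080 RFP-PRO-GFP cells | Dosing: 20 µM single dose, 1% DMSO | Incubation: Cells overnight before dosing, compound overnight, 37 °C, 5% CO2 | Evaluation: GFP/RFP fluorescence ratio | Control set: DMSO-only wells and HT1080 RFP-L50D-GFP cell wells as references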
MsrA inhibitor = inhibitors of bovine MsrA | inhibition, % at 15.5 µM | AID 651718 | hit rate 0.75% among 360,000 | purified bovine MsrA, absorbance read-out; in the data active = inhibition above about 4.5%;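 note: 0% = vehicle wells with enzyme and 100% = reference inhibitor wells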
Starred values were filed as active, the others as inactive; i = inactive; / = not tested or not shown. An unsorted share of the library; any-hit rate near 3.7%.

SMILES | FAS-TE inh | Rin1-Abl PPI inh | MsrA act | Rpn11 inh | eLon inh | CSN deneddyl inh | MLLE-PAM2 inh | MT1-MMP act inh | MsrA inhibitor
Nc1c2c(nc3ccn(-c4ccccc4)c(=O)c13)CCCCC2 | -2 | -2 | 3 | i | -2 | -1 | -11 | 6 | 0.2
CCN(CC)S(=O)(=O)c1cccc(C(=O)N[C@H](C(=O)NC2=NCCS2)C(C)C)c1 | -9 | -1 | 1 | i | -8 | 0 | -17 | 5 | 1.6
CCOC(=O)CSc1nc2ccsc2c(=O)n1C1CCN(C(=O)OCC)CC1 | 0 | 0 | -11 | i | -10 | 4 | 0 | 4 | /
CCOC(=O)N1CCN(C(=O)c2oc3ccc(S(=O)(=O)N4CCCCC4)cc3c2C)CC1 | -3 | -3 | -1 | i | -8 | 3 | 2 | -1 | -1.7
CN1C2CCC1CC(OC(c1ccccc1)c1ccccc1)C2 (stereo not given) | -6 | 1 | -2 | i | -2 | -3 | -4 | -6 | -0.1
COc1ccc(-c2nn(-c3ccccc3)cc2CNCc2cccnc2)c(F)c1 | 1 | 0 | -1 | i | 2 | -1 | 3 | -4 | -0.3
O=C(OCc1ccccc1)c1cc(S(=O)(=O)N2CCCCC2)ccc1N1CCOCC1 | 24 | 0 | -2 | i | -13 | 4 | -6 | -5 | 0.9
COc1ccc(Cl)cc1NC(=O)CN(C)CC(=O)Nc1ccc(C)cc1Br | 20 | 1 | -2 | i | -4 | -3 | 1 | -2 | -0.9
O=C(NC1CCCCC1)C(c1ccnc2ccccc12)N1CCOCC1 (stereo not given) | -13 | 0 | -2 | i | 3 | 1 | 5 | 4 | 0.5
CCc1ccc(-c2cc(C)no2)cc1S(=O)(=O)N1CCOc2ccc(C)cc21 | 31 | 2 | -3 | i | -8 | 0 | -15 | 6 | 0.6
CC(C)(C)N(CC(=O)NC1CCCCC1)C(=O)CS(=O)CC(=O)Nc1ccc(F)cc1 (stereo not given) | -7 | 4 | -2 | i | 4 | 2 | 5 | 5 | 1.4
CCN1C(=O)[C@H]2[C@@H](c3ccc(-c4ccc(C(C)=O)cc4)cc3)N3CCC[C@@]3(C(=O)OC)[C@H]2C1=O | 14 | -4 | -1 | i | -2 | -3 | -1 | -4 | 0.5
CCc1nnc(NC(=O)CN2C(=O)N(C)C3(CCCCC3)C2=O)s1 | -5 | 2 | -2 | i | -3 | 2 | 5 | 4 | -0.7
O=C(Cc1ccc(NC2=NC3CS(=O)(=O)CC3S2)cc1)N1CCN(c2ccc(F)cc2)CC1 (stereo not given) | 1 | 2 | -4 | i | -3 | 6 | -74 | 3 | 1.0
CCCN(CCC)C(=O)c1ccc2nc(-c3ccc(OC)c(OC)c3)c(-c3ccc(OC)c(OC)c3)nc2c1 | 12 | 0 | -4 | i | 12 | -2 | 13 | -4 | 0.6
C=CCNC(=O)c1c(C(F)(F)F)nn(C)c1Cl | -2 | -1 | -2 | i | -1 | -1 | 11 | 2 | -0.7
CC(=O)N1CCN=C1SCc1c(F)cccc1Cl | -3 | 1 | -4 | i | -5 | -3 | -8 | 0 | -0.3
COc1cc(CCC(=O)Nc2ncc(C)s2)cc(OC)c1OC | -4 | -1 | -2 | i | -9 | 4 | -4 | 2 | 1.1
COc1ccc(-c2nc(N/N=C(\C)c3ccc(O)cc3)c3ccccc3n2)cc1 | 22 | -2 | -3 | i | -12 | -4 | -7 | -4 | 2.8
CCOC(=O)CNC(=S)n1ncnc1N | -3 | 5 | -2 | i | 0 | -9 | 10 | 0 | 1.5

Some of these compounds in order of the MLLE-PAM2 inh value, lowest first.
smiles	MLLE-PAM2 inh
CCc1ccc(-c2cc(C)no2)cc1S(=O)(=O)N1CCOc2ccc(C)cc21	-15
CCN1C(=O)[C@H]2[C@@H](c3ccc(-c4ccc(C(C)=O)cc4)cc3)N3CCC[C@@]3(C(=O)OC)[C@H]2C1=O	-1
O=C(NC1CCCCC1)C(c1ccnc2ccccc12)N1CCOCC1 (stereo not given)	5

Next structures.
SMILES | FAS-TE inh | Rin1-Abl PPI inh | MsrA act | Rpn11 inh | eLon inh | CSN deneddyl inh | MLLE-PAM2 inh | MT1-MMP act inh | MsrA inhibitor
COc1ccccc1S(=O)(=O)NCc1ccc(C(=O)NC(C)c2ccccn2)cc1 (stereo not given) | -8 | 5 | -10 | i | 8 | 0 | -1 | -5 | -0.6
CC(C)CNC(=O)C1(C)CCCN1C(=O)C(C)(C)Oc1ccc(Cl)cc1 (stereo not given) | 1 | 2 | 0 | i | 5 | 1 | -7 | / | 0.4
CC1Cc2nc(SCC(=O)OCc3ccccc3)n(C)c(=O)c2S1 (stereo not given) | 4 | -2 | -2 | i | 4 | -3 | -3 | 7 | 1.8
CN(C)c1ccc(-c2nnc(SCC3CCCO3)n2C)cc1 (stereo not given) | -1 | 1 | -8 | i | 1 | 6 | -10 | 3 | 0.7
COc1cc(/C=C(\C#N)c2ccccn2)ccc1OCc1ccc(Cl)cc1 | 30 | -3 | 0 | i | -12 | 2 | -6 | -3 | 1.7
CCCNC(=O)N(C)C[C@@H]1Oc2cc(C#C[C@H](C)O)ccc2S(=O)(=O)N([C@H](C)CO)C[C@H]1C | -6 | 2 | -1 | i | -11 | 1 | 0 | -2 | -0.2
CC(=O)NC1=NN(C(C)=O)C(C)(c2ccc(Br)cc2)S1 (stereo not given) | -3 | -1 | -1 | i | 9 | 2 | 11 | 0 | -0.9
CC(C)C[C@H]1CN([C@@H](Cc2ccc(O)cc2)CN2CCC[C@@H]2CN2C(=S)NC[C@@H]2Cc2ccccc2)C(=S)N1CC1CCCCC1 | -135 | 1 | -2 | i | 22 | 0 | -2 | -3 | -0.1
Cc1c(N=Cc2ccc(Br)s2)cccc1[N+](=O)[O-] | -1 | -5 | -4 | i | -11 | 1 | 2 | -1 | 0.1
COc1ccc(NS(=O)(=O)c2cc(NC(=O)CCNC(=O)c3ccco3)ccc2OC)cc1 | -7 | 4 | -4 | i | -12 | 0 | 14 | 2 | 0.1
COc1ccc(C2=NOC(C)(c3nnc(-c4ccc(F)cc4)o3)C2)cc1 (stereo not given) | 11 | -1 | 0 | i | -11 | 91 | -15 | 1 | -0.3
CSC1=N/C(=C\c2ccc(C)s2)C(=O)S1 | -8 | 0 | -1 | i | 1 | 0 | 11 | -5 | 0.8
CCOc1ccc(Cc2nnc(SCC(=O)Nc3ccc(C(C)=O)cc3)[nH]c2=O)cc1 | -6 | 0 | -4 | i | -16 | -6 | 12 | 4 | 0.0
O=C(COC(=O)C1=COCCO1)Nc1cccc(S(=O)(=O)N2CCOCC2)c1 | 5 | 0 | -3 | i | 0 | 3 | -10 | 2 | -1.2
Cc1ccc(C)c(N2CCN(CC3CC=CCC3)CC2)c1 (stereo not given) | 6 | 0 | 1 | i | -7 | -2 | 5 | -2 | -1.2
CCCCCCc1cc2cc(C(=O)Nc3ccc(OC)cc3)c(=O)oc2cc1O | -12 | 4 | 3 | i | 7 | -6 | -18 | -12 | 0.4
CC(N=Cc1nc(-c2ccccc2)oc1O)c1ccccc1 (stereo not given) | 8 | -4 | -14 | i | -2 | 6 | 1 | 4 | 5.8*
OCC[C@H]1C[C@H](O)[C@@H](O)[C@]2(OCc3ccccc32)O1 | -4 | 1 | -2 | i | -15 | 2 | -5 | 1 | 2.6
O=C(c1cn(-c2ccccc2)nc1-c1ccc(Cl)cc1)N1CCOCC1 | 5 | -1 | -3 | i | 7 | -3 | 5 | -4 | -0.7
O=C(NCc1ccncc1)C(=O)Nc1nccs1 | -2 | -3 | -2 | i | -1 | -3 | 16 | 0 | 0.4
O=C(NOC(=O)c1c(F)cccc1Cl)c1ccc(Cl)c(Cl)c1 | 0 | -1 | 0 | i | -13 | -2 | 9 | -3 | -1.7
CC(C)(C)Cc1nnc(NC(=O)c2ccco2)s1 | -7 | -1 | -5 | i | -3 | -3 | 0 | 0 | 1.3
O=C(CCn1c(=O)oc2ccc(Cl)cc21)N1CCN(Cc2ccccc2)CC1 | -2 | -1 | -2 | i | 5 | 1 | -9 | -3 | -0.1
Cc1cc(Cl)ccc1OC(C)c1nnc(N)s1 (stereo not given) | -4 | 1 | -9 | i | -4 | -3 | -6 | -1 | 1.4
COCc1cc(CN2CCN(CCc3ccccc3)C(CCO)C2)ccc1OC (stereo not given) | -4 | 1 | -1 | i | -5 | 2 | 5 | -2 | 0.3
CCOC(=O)c1csc(-c2snnc2C)n1 | 2 | 0 | 8.0* | i | 6 | 2 | 2 | 2 | 0.3
Cc1ccc(C)c(OCC(=O)Nc2ccc(N3CCOCC3)cc2N2CCOCC2)c1 | 7 | 2 | -9 | i | 10 | -3 | 3 | 1 | 1.7
COC(=O)c1cnn(C(=O)c2ccccc2Br)c1N | -7 | -2 | 1 | i | 2 | 1 | -13 | -2 | -0.3
CN(C)CCCn1c(SCc2c(Cl)cccc2Cl)nnc1-c1ccncc1 | -4 | 3 | -7 | i | 3 | 4 | 6 | -3 | 0.1
O=C(N/N=C/c1cnc(N2CCCCC2)s1)c1ccc(Cl)cc1 | 2 | 0 | -8 | i | 0 | 8 | -6 | 2 | 3.2
CNS(=O)(=O)/C=C/c1ccccc1 | -5 | 2 | -1 | / | -6 | 0 | 2 | 1 | -1.6
Cc1nn(Cc2c(F)c(F)c(F)c(F)c2F)c(C)c1NC(=O)c1ccc(COc2ccccc2Cl)o1 | 49 | 1 | -2 | i | 5 | 2 | 19 | -10 | 2.3
C=CCc1c(C)nc(SC(C)C)[nH]c1=O | -4 | -1 | -1 | i | -1 | 4 | 14 | 2 | 0.2
Cc1cccc(N2CCN(S(=O)(=O)c3ccc(-c4ccc(=O)[nH]n4)o3)CC2)c1C | 1 | -1 | -2 | i | 6 | -4 | -21 | 1 | -0.5

Compounds shown so far that contain fluorine, in the order listed:
SMILES | FAS-TE inh | Rin1-Abl PPI inh | MsrA act | Rpn11 inh | eLon inh | CSN deneddyl inh | MLLE-PAM2 inh | MT1-MMP act inh | MsrA inhibitor
COc1ccc(-c2nn(-c3ccccc3)cc2CNCc2cccnc2)c(F)c1 | 1 | 0 | -1 | i | 2 | -1 | 3 | -4 | -0.3
CC(C)(C)N(CC(=O)NC1CCCCC1)C(=O)CS(=O)CC(=O)Nc1ccc(F)cc1 (stereo not given) | -7 | 4 | -2 | i | 4 | 2 | 5 | 5 | 1.4
O=C(Cc1ccc(NC2=NC3CS(=O)(=O)CC3S2)cc1)N1CCN(c2ccc(F)cc2)CC1 (stereo not given) | 1 | 2 | -4 | i | -3 | 6 | -74 | 3 | 1.0
C=CCNC(=O)c1c(C(F)(F)F)nn(C)c1Cl | -2 | -1 | -2 | i | -1 | -1 | 11 | 2 | -0.7
CC(=O)N1CCN=C1SCc1c(F)cccc1Cl | -3 | 1 | -4 | i | -5 | -3 | -8 | 0 | -0.3
COc1ccc(C2=NOC(C)(c3nnc(-c4ccc(F)cc4)o3)C2)cc1 (stereo not given) | 11 | -1 | 0 | i | -11 | 91 | -15 | 1 | -0.3
O=C(NOC(=O)c1c(F)cccc1Cl)c1ccc(Cl)c(Cl)c1 | 0 | -1 | 0 | i | -13 | -2 | 9 | -3 | -1.7
Cc1nn(Cc2c(F)c(F)c(F)c(F)c2F)c(C)c1NC(=O)c1ccc(COc2ccccc2Cl)o1 | 49 | 1 | -2 | i | 5 | 2 | 19 | -10 | 2.3
